AGP1-GFP MLPCN: alters AGP1-GFP fluorescence in TOR pathway yeast screen; hit rate 0.02% among 320,000; GFP response vs DMSO, % at 10 µM; S. cerevisiae AGP1-GFP multiplex flow cytometry, 3 h; GFP as percent of DMSO wells; AID 2066;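 active means GFP response relative to DMSO above a set limit, near screen average plus 3 SD, cut at about 150% in these data; inconclusive means fewer than 70 cells counted for the yeast strain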;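 further: median GFP channel fluorescence of the gated AGP1 strain per well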
CIT2 TOR yeast: modulators of TOR pathway CIT2-GFP in S. cerevisiae; hit rate 0.065% among 320,000; AID 2029; GFP response vs DMSO, % at 10 µM; S. cerevisiae CIT2-GFP strain, flow cytometry, 3 h; 100 means same as DMSO wells;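 active means GFP response relative to DMSO above a set limit, near the screen mean plus 3 SD, cut at about 150% in these data; inconclusive means Fewer than 70 cells measured for a yeast strain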;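 further: ratio of well median GFP fluorescence to mean of DMSO wells on the plate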
MEP2-GFP yeast: modulators of TOR pathway MEP2-GFP in S. cerevisiae; hit rate 0.51% among 330,000; S. cerevisiae MEP2-GFP strain, flow cytometry GFP, 3 h; 100% = DMSO control level; GFP response vs DMSO, % at 10 µM; AID 2016;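 active means GFP response versus DMSO above a set limit, roughly screen mean plus 3 SD, cut at about 180% in these data; inconclusive means fewer than 70 cells counted for a yeast strain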;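 further: median GFP fluorescence of the barcode-gated MEP2-GFP cells per well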
GRK2 inh: inhibitors of human GRK2 displacing RNA aptamer; AID 488847; hit rate 0.59% among 330,000; inhibition of aptamer binding, % at 10 µM; bead flow cytometry, FAM-aptamer displacement from GRK2;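 active means inhibition of aptamer binding above 40%, roughly 3 SD of noise, on plates passing a quality check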;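 further: median bead fluorescence of bound FAM aptamer so fluorescent compounds give negative values; no value below 0 was filed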
Target sequence (P25098 whole entry, looked up): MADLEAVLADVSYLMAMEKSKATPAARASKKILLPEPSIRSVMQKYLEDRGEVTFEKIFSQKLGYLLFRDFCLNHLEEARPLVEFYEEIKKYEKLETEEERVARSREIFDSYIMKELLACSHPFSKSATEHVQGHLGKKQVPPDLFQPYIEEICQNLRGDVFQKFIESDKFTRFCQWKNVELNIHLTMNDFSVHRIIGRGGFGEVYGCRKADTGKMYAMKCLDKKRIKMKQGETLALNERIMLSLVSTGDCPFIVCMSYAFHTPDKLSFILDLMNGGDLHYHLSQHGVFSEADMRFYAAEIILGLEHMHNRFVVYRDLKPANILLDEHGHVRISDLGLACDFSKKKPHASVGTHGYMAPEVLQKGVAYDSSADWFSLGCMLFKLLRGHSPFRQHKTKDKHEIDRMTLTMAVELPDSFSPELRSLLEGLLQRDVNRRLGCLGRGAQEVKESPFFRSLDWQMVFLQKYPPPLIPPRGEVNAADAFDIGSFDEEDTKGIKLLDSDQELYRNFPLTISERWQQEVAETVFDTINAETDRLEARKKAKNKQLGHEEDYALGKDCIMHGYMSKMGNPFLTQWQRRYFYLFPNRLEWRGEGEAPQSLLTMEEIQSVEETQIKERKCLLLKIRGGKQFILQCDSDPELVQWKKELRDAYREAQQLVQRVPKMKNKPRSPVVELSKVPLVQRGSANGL
RPL19A-GFP yeast: yeast TOR pathway RPL19A-GFP modulation; S. cerevisiae RPL19A-GFP strain, flow cytometry, 3 h; stronger effect = lower value; percent response vs DMSO, % at 10 µM; hit rate 0.3% among 330,000;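 active means percent response vs DMSO below 50%; inconclusive means fewer than 70 events counted for the yeast strain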;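 further: median channel GFP fluorescence of the barcoded RPL19A-GFP strain; ratio of sample median GFP to plate DMSO average so 100% = DMSO; lower means less RPL19A-GFP as with rapamycin TOR inhibition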
VLA-4 inh: inhibition in a human VLA-4 binding assay | hit rate 0.2% among 330,000 | inhibition, % (about 7 µM as worked out from the volumes in the protocol) | VLA-4 expressing cells, ligand binding flow cytometry | AID 2557 | P13612; in the data active means inhibition above about 50%
Yeast superoxide: lowers age-related superoxide in aged yeast cells; hit rate 0.18% among 330,000; superoxide response (% of plate mean), % at 10 µM; S. cerevisiae aged cells, superoxide DHE fluorescence; stronger effect = lower value;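 active means superoxide response under a set limit, about three screen SD below normal, cut at about 65% in these data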;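 further: yeast aged for seven days with compound at 30 °C before DHE staining; 100% = average MFI of all compound-treated wells on the plate with controls excluded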
LAP4-GFP MLPCN: alters LAP4-GFP fluorescence in TOR pathway yeast screen; S. cerevisiae LAP4-GFP multiplex, flow cytometry GFP, 3 h; median GFP as percent of DMSO wells; GFP response vs DMSO, % at 10 µM; hit rate 0.34% among 320,000; AID 2023;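 active means GFP response vs DMSO above a set limit, about the screen mean plus 3 SD, cut at about 150% in these data; inconclusive means under 70 cell events counted for the yeast strain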
* = called active by the depositor; ? = inconclusive; nt = no result given; [ ] = another dose, or the depositor's remark.

SMILES	AGP1-GFP MLPCN	CIT2 TOR yeast	MEP2-GFP yeast	GRK2 inh	RPL19A-GFP yeast	VLA-4 inh	Yeast superoxide	LAP4-GFP MLPCN
COc1ccc(NC(C)=O)cc1NC(=O)c1cccc(S(=O)(=O)N2CCc3ccccc32)c1	108	106	106	1	102	4	95	105
CC(C)(Oc1ccc(Cl)cc1)C(=O)Nc1c2c(nn1C(C)(C)C)CS(=O)(=O)C2	104	103	106	2	101	-26	88	103
Cc1c(NS(=O)(=O)c2ccc3c(c2)Cc2ccccc2-3)c(=O)n(-c2ccccc2)n1C	86	83	87	0	96	7	104	80
CC1CCCCN1C(=O)Cn1c(=O)oc2ccccc21 (stereo unspecified)	100	99	91	2	99	-5	100	98
C(=N\Nc1nc(-c2ccccn2)nc2ccccc12)/c1ccccc1	90	78	94	0	92	6	115	109
O=C(Nc1ccc(Oc2ccccc2)cc1)C1CCN(c2c3c(nc4ncnn24)CCC3)CC1	98	94	94	3	95	-13	81	100
C=CCc1ccc(OCC(O)CN2CCC(Cc3ccccc3)CC2)c(OC)c1 (stereo unspecified)	100	83	81	0	102	6	99	77
CC(C)Cn1c(-c2ccc(Br)cc2)c[nH]c1=S	97	91	100	6	101	15	86	89
COc1cc2c(cc1O)[C@@H]1Cc3cc(O)c(OC)cc3[C@H](C2)N1C	74[may fluoresce violet]	?	75[may fluoresce violet]	3	89[may fluoresce violet]	2	97	?
CCOC(=O)c1c(N)nn(C(=O)c2ccccc2F)c1-c1ccc(OC)cc1	102	100	100	0	100	3	104	107
S=C(Nc1cccc(Cl)c1)N1CCOCC1	104	95	103	0	99	-17	96	101
Cc1ccc2c(c1)cc(CN(Cc1ccco1)C(=O)COc1ccccc1)c1nnnn12	96	84	90	3	94	-4	105	nt
Cc1ccccc1-c1nnc(SCC(=O)NC2CCCC2)o1	92	92	98	0	99	1	109	93
COc1ccc(-c2cccc(C(=O)Nc3ccc(C)cc3)c2)cc1	108	101	100	0	99	-8	90	103
CC1CCCN(C(=O)CCCNC(=O)c2ccc(Cl)cc2)C1 (stereo unspecified)	95	92	106	0	97	11	106	107
CN(Cc1ccccc1)c1nc2nonc2nc1N1CCCC(CN2CCCC2=O)C1 (stereo unspecified)	94	94	93	5	92	2	112	96
C/C(CC1CC(COCC(C)C)OC1=O)=N\NC(N)=S (stereo unspecified)	98	100	99	2	102	3	106	86
CCOCCCNC(=O)c1oc2ccc(S(=O)(=O)N3CCOCC3)cc2c1C	100	99	94	0	98	2	89	98
Cn1c(SCC(=O)c2c(N)n(C)c(=O)n(C)c2=O)nnc1-c1ccccc1	102	105	108	1	103	1	106	93
Cc1ccc(S(=O)(=O)Nc2cc3c(cc2N2CCOCC2)n(C)c(=O)c(=O)n3C)cc1	91	95	131	1	91	-17	94	97
Cc1ccc(C(=O)C2=C(O)C(=O)N(Cc3cccnc3)C2c2ccc(N(C)C)cc2)o1 (stereo unspecified)	94	103	106	4	104	-2	95	98
COc1ccc(CNC(=O)c2cccnc2SC)cc1OC	101	98	96	0	98	-8	103	98
CCCCn1c(SCC(=O)NCc2ccco2)nnc1-c1ccco1	104	98	106	1	100	2	105	104
COc1ccc(-c2cc(C(=O)N3CCCC3)c3ccccc3n2)cc1	102	94	97	1	94	11	90	102

Next part; the last 2 above are carried over.
SMILES	AGP1-GFP MLPCN	CIT2 TOR yeast	MEP2-GFP yeast	GRK2 inh	RPL19A-GFP yeast	VLA-4 inh	Yeast superoxide	LAP4-GFP MLPCN
CCCCn1c(SCC(=O)NCc2ccco2)nnc1-c1ccco1	104	98	106	1	100	2	105	104
COc1ccc(-c2cc(C(=O)N3CCCC3)c3ccccc3n2)cc1	102	94	97	1	94	11	90	102
Fc1ccc(CN2CCCCCC2)c(F)c1	92	97	94	0	92	2	94	94
CC1CCCCN1CCNC(=O)C1CCCN(c2ncnc3c2nc2n3CCCCC2)C1 (stereo unspecified)	95	108	160	2	104	1	90	103
O=C(O)C1C2CCC(O2)C1C(=O)Nc1cccc(Cl)c1 (stereo unspecified)	103	97	108	3	105	11	110	96
CC(C)CCN1C(Nc2ccccc2)=NC[C@@H]1C	86	87	94	1	98	19	110	129
COCCCNC(=O)CCn1nc(-c2ccc(Cl)cc2)ccc1=O	98	103	110	2	102	14	96	93
CCN(CC)S(=O)(=O)c1ccc(N2CC(C(=O)NCCC3=CCCCC3)CC2=O)cc1 (stereo unspecified)	107	99	106	5	108	6	80	105
Cc1cc(NC(=O)CCC(=O)N(Cc2ccco2)C2(C(=O)NC3CCCC3)CCC(C)CC2)no1 (stereo unspecified)	102	106	103	1	105	9	97	94
CCOC(=O)c1c(-c2ccccc2)nnn1-c1nc(OC)nc(N2CCOCC2)n1	90	86	92	nt	89	3	101	86
COc1ccccc1NC(=O)/C(C#N)=C/c1cc([N+](=O)[O-])ccc1N1CCCC1	111	110	107	3	107	2	97	100
COc1ccc(CNS(=O)(=O)c2cc3c(cc2Cl)NC(=O)CO3)cc1	96	99	104	6	97	-6	106	102
CC1Cc2ccccc2N1C(=O)CSc1nccc(=O)[nH]1 (stereo unspecified)	87	80	98	0	96	2	111	91
CC(=O)Nc1ccc(CNC(=O)C[N+]2(C)CCOCC2)cc1	100	100	98	0	98	8	94	99
Cc1nn(C)c(C(=O)N/N=C/c2cccc(Oc3ccccc3)c2)c1Br	102	105	101	3	101	0	90	104
COc1cc(-c2nc(C(=O)NCC3CCCO3)cc3c2[nH]c2ccccc23)cc(OC)c1OC (stereo unspecified)	102	100	106	0	99	26	127	105
S=C1c2ccccc2CN1c1ccccc1	92	101	102	5	103	4	102	92
Cc1cc(OCCOc2cccc3cccnc23)cc(C)c1Cl	99	94	102	1	95	-6	101	110
O=C(Nc1ccc(Cl)c(Cl)c1)Nc1ccc(N2CCCC2)c(S(=O)(=O)Nc2ccccc2Cl)c1	95	79	81	0	96	-3	101	89
CC1CCCCN1C(=O)c1ccccc1OC1CCN(S(C)(=O)=O)CC1 (stereo unspecified)	118	97	118	0	104	6	107	100
Cc1cccc(NC(=O)NC(C)CCc2ccccc2)c1 (stereo unspecified)	101	102	104	0	104	6	112	96
CSc1nnc(CNC(=O)c2ccccc2)n1-c1cccc(C)c1	100	108	103	0	103	-15	101	101
CCOc1cccc(C(=O)Nc2ccc(N3CCCC3)cc2)c1	95	107	101	nt	105	-2	101	93
FC(F)(F)c1cccc(CNC2c3ccccc3-c3ccccc32)c1	97	107	105	5	105	4	114	85
CCC1SC(CC)C(=O)N(CC(=O)NCCc2ccccc2)C1=O (stereo unspecified)	126	98	110	0	102	6	90	107
Cc1ccc(N2NC(C)(c3cccs3)NC2=S)cc1 (stereo unspecified)	101	97	96	0	106	0	92	93
Cn1c(SCc2ccc(Br)cc2)nc2ccccc2c1=O	96	103	108	0	102	6	105	101
O=C(CCn1c(=O)oc2ccccc21)NCc1ccc2c(c1)OCO2	105	114	100	0	101	-6	105	97
CC(=O)c1ccc(Oc2ncnc3sccc23)cc1	86	79	89	1	97	8	95	88
CC(=O)c1cc(C#N)c(SCc2ccncc2)nc1C	100	104	99	0	96	-4	95	97
O=C1CCc2cc(S(=O)(=O)NC3CCCCC3)ccc2N1	102	101	99	0	94	0	109	100
CS(=O)(=O)N(CCc1ccccc1)CC(=O)Nc1ccccc1	101	108	88	0	101	-13	95	104
CC(C)Cc1nnc(NS(=O)(=O)Cc2ccccc2)s1	99	92	96	0	94	-8	100	91
COc1cccc(-c2onc3ccc(C(C)=O)cc23)c1	85	103	99	1	102	-48	100	103
CN(CC(=O)Nc1cccc(F)c1)C(=O)CCc1nc2ccccc2c(=O)[nH]1	98	91	94	2	96	7	111	98
COc1ccccc1CN1C(=S)SC(C)(C)C1NO (stereo unspecified)	100	94	89	0	97	0	95	93
CNC(=S)N(Cc1ccc2c(c1)OCO2)C1CC(=O)N(c2ccc(F)cc2)C1=O (stereo unspecified)	109	107	103	0	98	-6	82	102
CN(C)C1=NC[C@H](Cc2ccccc2)N1CCc1cccc(F)c1	95	97	93	0	96	3	102	91

Two compounds from above with just AGP1-GFP MLPCN and Yeast superoxide.
Structure | AGP1-GFP MLPCN | Yeast superoxide
O=C(CCn1c(=O)oc2ccccc21)NCc1ccc2c(c1)OCO2 | 105 | 105
CC(C)Cc1nnc(NS(=O)(=O)Cc2ccccc2)s1 | 99 | 100

Remaining list, next part.
SMILES	AGP1-GFP MLPCN	CIT2 TOR yeast	MEP2-GFP yeast	GRK2 inh	RPL19A-GFP yeast	VLA-4 inh	Yeast superoxide	LAP4-GFP MLPCN
COc1ccc([C@H]2CC(=O)C=C(c3ccc4ncccc4c3)C2)cc1OC	93	95	98	0	110	-18	85	93
CCOCCCNC(=O)c1cc2c(=O)[nH]c3ccccc3c2s1	106	109	103	1	100	-18	96	103
Cc1cc(=O)oc(C)c1C(=O)N1CCc2c([nH]c3ccccc23)C1C(C)C (stereo unspecified)	100	95	102	0	98	-1	104	103
CSCCC(NC(=O)c1ccccc1Cl)C(=O)OCC(=O)N1CCCC1=O (stereo unspecified)	105	108	102	4	99	4	126	108
CC(=O)c1cccc(N(C(=O)c2ccco2)C(C(=O)NC2CCCC2)c2ccccc2F)c1 (stereo unspecified)	99	112	101	0	102	-2	101	97
Cc1cnc(C(=O)OCc2c(C)cc(C(C)(C)C)cc2C)cn1	89	90	87	1	94	6	120	96
OCCOc1cccc(CN2CCC(CO)(CCOc3ccccc3)CC2)c1	97	104	102	0	103	31	96	91
COc1cc(/C=N/NC(=O)CNC(=O)c2ccncc2)ccc1OC(C)=O	100	116	98	1	102	8	102	68
CC(NC(=O)c1ccc(Cn2cc([N+](=O)[O-])cn2)cc1)c1ccccc1 (stereo unspecified)	108	108	110	2	107	-16	101	100
Cc1ccc(OCCCn2ccnc2)cc1C	104	104	101	0	91	14	97	97
Cc1nnc(Nc2ccc(C(=O)NCCO)cc2)c2ccccc12	99	83	82	49*	95	5	99	92
CC(=O)Nc1ccc(NC(=O)c2c(C)noc2C)cc1	102	92	102	0	97	7	95	103
COc1ccnc(Nc2cccc(C)c2)c1C#N	90	90	100	1	115	8	101	75
Oc1ccc2ccccc2c1CNc1cnc2ccccc2c1	100	104	103	2	97	-16	109	94
O=C1N=C(N2CCN(c3cccc4ccccc34)CC2)S/C1=C/c1cccs1	102	105	106	0	99	-6	118	108
CC(CC(=O)Nc1ccc(-c2ccno2)cc1)n1cccn1 (stereo unspecified)	97	98	103	2	94	-2	79	98
Cc1ccc(NC(=O)N2CCCc3ccccc32)cc1C	91	105	101	4	115	11	96	97
Cc1ccc(N2C(=O)C(CN3CCCC3)C2c2ccccc2)cc1 (stereo unspecified)	102	105	110	2	102	13	94	102
N=C1/C(=C\c2ccc(OC(=O)c3ccccc3)cc2)C(=O)N=C2SC(N3CCOCC3)=NN12	102	100	104	4	95	-26	87	100
O=C(Nc1cc(F)cc(F)c1)c1ccc(NCCc2ccccc2)c([N+](=O)[O-])c1	102	105	100	0	104	3	109	93
COc1ccc(OC)c(NC(=O)C2CCN(S(=O)(=O)c3ccc4c(c3)OCCO4)CC2)c1	105	99	98	2	98	0	101	110
COc1ccc(CN2CC(C(=O)NCCN3CCN(c4ccccc4F)CC3)CC2=O)cc1 (stereo unspecified)	98	101	99	0	100	-2	102	90
Cc1ccc2[nH]c(=O)c(CN(CCCN(C)C)C(=S)NCCc3ccccc3)cc2c1	99	92	101	0	106	9	110	96
COc1ccc2ccc(OCC(=O)Nc3cc(C)on3)cc2c1	112	96	110	0	110	4	80	125
